All columns: NCI-60 one-dose screen, growth in % after 48 h at 10 µM unless noted; 100 = growth as untreated, 0 = no growth, -100 = all killed.
NCI-H226: NCI-H226 lung cancer; actives 3.5% (n = 79,000); AID 1794732
HT29: HT29 colon cancer. actives 7.4% (n = 81,000)
NCI/ADR-RES: NCI/ADR-RES ovarian cells | AID 1794790 | actives 4.4% (n = 81,000)
NCI-H460: NCI-H460 lung cancer; actives 6.8% (n = 82,000)
HCT-116: HCT-116 colon cancer. actives 7.3% (n = 82,000). AID 1794798
COLO 205: COLO 205 colon cancer. actives 7.3% (n = 79,000). AID 1794742
NCI-H322M: NCI-H322M lung cancer | actives 2.7% (n = 80,000) | AID 1794733
HCT-15: HCT-15 colon cancer | actives 5.2% (n = 82,000) | AID 1794746
NCI-H522: NCI-H522 lung cancer | actives 8% (n = 78,000)
An asterisk follows results filed as active; . = not tested or not shown; & = joins results of further samples; [ ] = another dose, or the depositor's remark. Rule for the calls: active = growth percent below 10; inactive = the rest.

SMILES	NCI-H226	HT29	NCI/ADR-RES	NCI-H460	HCT-116	COLO 205	NCI-H322M	HCT-15	NCI-H522
CC(C)c1ccc(/C=N\NC(=O)N/N=C/c2ccc(C(C)C)cc2)cc1	88	108	106	109	102	111	103	99	99
COC(=O)C(C)C(=O)c1cn(C2CC2)c2cc(N3CCNCC3)c(F)cc2c1=O (stereo not drawn)	92	110	98	106	104	.	.	118	102
CN(C)c1ccc(/C=N/NC(N)=S)nc1	58	53	70	32	41	56	60	39	63
COc1ccc2oc(=O)cc(-c3sc(N4CCOCC4)nc3-c3ccccc3)c2c1	96	89	93	101	84	106	96	96	65
C=C(C)[C@@H]1CC[C@]2(C(=O)NCCCN(CCCN)CCCN)CC[C@]3(C)[C@H](CC[C@@H]4[C@@]5(C)CCC(=O)C(C)(C)[C@@H]5CC[C@]43C)[C@@H]12	104	105	105	103	99	115	94	97	92
Cc1cc(Nc2cccc(F)c2)nc(NCc2ccccc2)n1	40	23	11	6.6*	16	8.2*	63	16	6.9*
CC(=O)N1CCCC2=C1CCCCCC2	98	106	107	110	103	113	85	101	91
CC(=O)OC[C@H]1OC(Sc2sc(C(=O)c3ccc(C)cc3)c(N)c2-c2nc3ccccc3s2)[C@H](OC(C)=O)[C@@H](OC(C)=O)[C@@H]1OC(C)=O (stereo partly drawn)	30	69	63	44	39	92	81	59	82
COC(=O)/C=C1\S/C(=N\NS(=O)(=O)c2ccc(C)cc2)N(Cc2ccccc2)C1=O	102	116	99	105	97	116	99	90	88
Cc1ccc[n+](CC(=O)c2ccc(-c3ccccc3)cc2)c1	107	89	97	106	98	53	101	95	91
CC(=O)Nc1nc(C)c(C(=O)NN)s1	92	106	99	115	95	108	96	107	98
CCC(=O)Nc1ccc(Cl)cc1	95	108	102	109	100	110	105	105	100
COC(=O)C1=Nc2ccc(F)cc2/C1=C/c1sc(=S)[nH]c1O	.	8.2*	7.3*	3.2*	6.9*	-2.4*	29	11	-33*
O=C(CNC(=O)c1cccc2ccccc12)Nc1ccccc1Cc1ccccc1	72[5 µM]	4.7*[5 µM]	17[5 µM]	18[5 µM]	15[5 µM]	29[5 µM]	78[5 µM]	28[5 µM]	.
CC(C)Cc1ccc(C(C)C(=O)NCc2c[nH]c3ccc(Cl)cc23)cc1 (stereo not drawn)	92	111	93	100	86	107	100	91	87
CCn1cc(C(=O)O)c(=O)c2cc(F)c(N3CCN(C(=O)CCBr)CC3)cc21	100	83	108	106	97	111	99	106	66
O=C1c2c(c(=O)[nH]c3ccccc23)C2CCCN1C2 (stereo not drawn)	110	102	118	110	111	.	123	104	111
CCOC(=O)/C=C(/C)c1c(C)[nH]c2ccccc12	103	83	82	107	86	115	91	79	77
COC(=O)CC[C@@H]1O[C@@H](c2ccccc2)[C@@H](O)[C@H]1O	103	103	103	102	105	103	108	96	104
NC(=O)C(CCN1CCCCC1)c1ccccc1 (stereo not drawn)	94	107	111	103	104	111	108	107	98
C=C(C)[C@@H]1CC[C@]2(COC(=O)c3cccc(OC(C)=O)c3OC(C)=O)CC[C@]3(C)[C@H](CC[C@@H]4[C@@]5(C)CC[C@H](OC(=O)c6cccc(OC(C)=O)c6OC(C)=O)C(C)(C)[C@@H]5CC[C@]43C)[C@@H]12	.	77	99	64	56	101	91	84	53
COc1cc(C(C)(C)C)cc(CN(C)C)c1O	90	104	106	106	100	109	102	110	92
COc1ccc(C(=O)c2sc3nc4c(cc3c2N)CCCC4)cc1OC	37	19	20	13	19	17	87	31	13
CC1(C)CC(=O)C2OC2(C)C1 (stereo not drawn)	101	105	104	105	.	113	110	111	108
CCOC(=O)/C(F)=C/C1CC1C1CCCCC1 (stereo not drawn)	104	111	101	104	97	110	105	102	103

Brought forward from above: three entries, then new ones.
SMILES	NCI-H226	HT29	NCI/ADR-RES	NCI-H460	HCT-116	COLO 205	NCI-H322M	HCT-15	NCI-H522
COc1ccc(C(=O)c2sc3nc4c(cc3c2N)CCCC4)cc1OC	37	19	20	13	19	17	87	31	13
CC1(C)CC(=O)C2OC2(C)C1 (stereo not drawn)	101	105	104	105	.	113	110	111	108
CCOC(=O)/C(F)=C/C1CC1C1CCCCC1 (stereo not drawn)	104	111	101	104	97	110	105	102	103
O=C1[C@@H](Cl)C2(C(=O)Nc3ccccc32)N1c1ccccc1 (stereo partly drawn)	90	96	99	100	87	106	98	101	78
CCCCCCC1OCCN1CC (stereo not drawn)	97	102	110	107	101	114	112	100	87
CCC(=O)Nc1ccc(-c2nc(-c3cccc(OCCN4CCOCC4)c3)c(-c3ccnc(Br)c3)[nH]2)cc1	100	85	108	99	91	115	96	82	83
Nc1nnc(C(=O)c2cnc3n(c2=O)CCCCC3)s1	92	115	95	108	103	118	103	102	98
O=C(Nc1ccccc1)[C@H](O)[C@@H](O)C(=O)Nc1ccccc1	95	98	103	104	102	107	98	102	84
CCN(CC)Cc1ncccc1O	102	105	111	109	99	110	96	97	94
CC(C)CC(=O)/C=C\c1ccco1	101	104	99	107	102	116	105	108	89
O=C(CSc1ccc(-c2ccc(Cl)cc2)nn1)Nc1ccc(Cl)c(C(F)(F)F)c1	76	41	28	99	51	75	89	26	55
CCN(CCNc1ccc(C)c2sc3cc(Cl)ccc3c(=O)c12)CC(C)(C)O	88	22	75	44	51	21	74	18	77
Cc1ccc(S(=O)(=O)Nc2ccc3nc(C)oc3c2)cc1	69	.	93	90	89	112	114	90	.
S=C1SCC(COc2ccc(Cl)cc2)S1 (stereo not drawn)	120	.	107	.	106	126	108	102	94
Fc1nc(F)c2sccc2n1	102	100	103	105	102	.	106	101	92
COc1ccc2nc(-c3ccc(N/C=C\C(=O)c4cc(OC)c(OC)c(OC)c4)cc3)sc2c1	68	104	103	99	95	98	101	98	101
CCN(CC)/N=N/c1nc[nH]c1C(N)=O	77	96	71	69	59	95	92	93	82
COc1ccc(-c2[nH]ncc2/C=C/c2cc(C(F)(F)F)[nH]c(=O)n2)cc1	97	99	105	110	100	113	98	97	76
C/C=C1\C[C@]23CC[C@]4(C)[C@H](CC[C@@H]5[C@@]6(C)CC[C@H](O)C(C)(C)[C@@H]6CC[C@]54C)[C@H]2[C@H](C)C1(C)OC3	100	102	108	110	101	116	104	102	98
ClC(Cl)(Cl)c1nc(Nc2nc(-c3ccccc3)cs2)nc(-c2ccncc2)n1	105	110	102	106	100	110	103	99	99
COc1ccc2c(c1)C=C1COCC3=Cc4cc(OC)ccc4OC13O2	.	109	106	109	101	111	106	101	98
O=C1NCC(c2ccccc2)(c2ccccc2)C(=O)N1	105	.	110	108	112	107	136	109	119
CCCN1[C@@H]2CC[C@H]1/C(=C\c1ccc(OC)cc1OC)C(=O)/C2=C/c1ccc(OC)cc1OC	67	15	57	46	14	45	65	34	56
COC1(OC)C2(Cl)CCC1(Cl)C(Cl)=C2Cl	98	101	.	106	105	128	100	95	97
CCN1CCN(c2ccc3c4c(cccc24)C(=O)N(NCC(O)COc2ccc4c(C)cc(=O)oc4c2)C3=O)CC1 (stereo not drawn)	98	93	90	96	93	94	101	86	98
O=c1nc(-c2ccccc2)c2cc(-c3ccc(N4CCOCC4)nc3)ccc2[nH]1	89	93	100	94	89	116	86	95	67
O=c1[nH]c2ccccc2cc1CSc1ccccc1Nc1nccc(-c2ccc3c(c2)OCO3)n1	50	94	53	77	93	85	88	95	35
O=C(NCc1ccc(Cn2c(=O)sn(-c3ccccc3)c2=O)cc1)OCc1ccc2c(Br)cc(Br)c(O)c2n1	-26*	-67*	-1.3*	-21*	-72*	-76*	43	-10*	-47*
SMILES	NCI-H226	HT29	NCI/ADR-RES	NCI-H460	HCT-116	COLO 205	NCI-H322M	HCT-15	NCI-H522
COc1ccc(N=Nc2c(N)nn3c(-c4ccc(OC)c(OC)c4)c4c(N)c(C#N)c(N)nc4nc23)cc1	110	109	99	95	90	104	97	95	84
O=C(O)/C=C\C(=O)ONCc1ccccc1	102	102	101	107	101	100	95	99	87
CC(C)(C)c1nc(N)c2c(Nc3ccc(Cl)cc3)[nH]nc2n1	.	89	105	100	92	.	113	85	87
Cc1ccc2nc(Cl)c(/C=C/C(=O)c3ccc(N)cc3)cc2c1	113&105	113&140	109&99	122&118	105&107	126&126	100&105	104&95	111&102
O=C1NCCS(=O)(=O)/C1=C\C=C\c1cccc(C(F)(F)F)c1	32	17	-38*	50	-42*	25	63	10	17
NC1=NCCN1	95	94	97	106	103	116	107	99	111
O=C(CNNC(=O)c1ccncc1)Nc1ccc(S(=O)(=O)c2ccc(NC(=O)CNNC(=O)c3ccncc3)cc2)cc1	112	105	106	109	102	.	115	100	99
CCN(CC)Cc1c2c(O)c3c(O)c(C)c4c(c3c1O)C(=O)C(C)(O/C=C/C(OC)C(C)C(OC(C)=O)C(C)C(O)C(C)C(O)C(C)/C=C/C=C(\C)C(=O)N2)O4 (stereo not drawn)	109	112	107	107	107	94	104	112	69
N#Cc1c(-c2ccc(Cl)cc2)nc(N/N=C/c2cccc(F)c2)nc1N1CCOCC1	95	70	96	97	94	73	94	79	88
O=C1C(=O)c2c(ccc3ccccc23)-c2ccccc21	.	62	-1.9*	3.6*	-54*	52	51	-28*	-77*

Arranged by number of heavy atoms (highest first): some entries from above
SMILES	NCI-H226	HT29	NCI/ADR-RES	NCI-H460	HCT-116	COLO 205	NCI-H322M	HCT-15	NCI-H522
CCN(CC)Cc1c2c(O)c3c(O)c(C)c4c(c3c1O)C(=O)C(C)(O/C=C/C(OC)C(C)C(OC(C)=O)C(C)C(O)C(C)C(O)C(C)/C=C/C=C(\C)C(=O)N2)O4 (stereo not drawn)	109	112	107	107	107	94	104	112	69
O=C(CNNC(=O)c1ccncc1)Nc1ccc(S(=O)(=O)c2ccc(NC(=O)CNNC(=O)c3ccncc3)cc2)cc1	112	105	106	109	102	.	115	100	99
O=C(NCc1ccc(Cn2c(=O)sn(-c3ccccc3)c2=O)cc1)OCc1ccc2c(Br)cc(Br)c(O)c2n1	-26*	-67*	-1.3*	-21*	-72*	-76*	43	-10*	-47*
COc1ccc(N=Nc2c(N)nn3c(-c4ccc(OC)c(OC)c4)c4c(N)c(C#N)c(N)nc4nc23)cc1	110	109	99	95	90	104	97	95	84
O=c1[nH]c2ccccc2cc1CSc1ccccc1Nc1nccc(-c2ccc3c(c2)OCO3)n1	50	94	53	77	93	85	88	95	35
CCCN1[C@@H]2CC[C@H]1/C(=C\c1ccc(OC)cc1OC)C(=O)/C2=C/c1ccc(OC)cc1OC	67	15	57	46	14	45	65	34	56
N#Cc1c(-c2ccc(Cl)cc2)nc(N/N=C/c2cccc(F)c2)nc1N1CCOCC1	95	70	96	97	94	73	94	79	88
O=c1nc(-c2ccccc2)c2cc(-c3ccc(N4CCOCC4)nc3)ccc2[nH]1	89	93	100	94	89	116	86	95	67
Cc1ccc2nc(Cl)c(/C=C/C(=O)c3ccc(N)cc3)cc2c1	113&105	113&140	109&99	122&118	105&107	126&126	100&105	104&95	111&102
CC(C)(C)c1nc(N)c2c(Nc3ccc(Cl)cc3)[nH]nc2n1	.	89	105	100	92	.	113	85	87
O=C1C(=O)c2c(ccc3ccccc23)-c2ccccc21	.	62	-1.9*	3.6*	-54*	52	51	-28*	-77*
O=C(O)/C=C\C(=O)ONCc1ccccc1	102	102	101	107	101	100	95	99	87
COC1(OC)C2(Cl)CCC1(Cl)C(Cl)=C2Cl	98	101	.	106	105	128	100	95	97
NC1=NCCN1	95	94	97	106	103	116	107	99	111

Random draw from the library, and some 12% of all compounds hit somewhere here.
